# RGS4 inh: inhibitors of human regulator of G protein signaling 4; P49798; Transcreener GDP fluorescence polarization, RGS4-accelerated GTP hydrolysis; Potency, µM (titrated, usually from 114 µM), without a hit: at the highest dose activity change, negative = inhibition, actives largely listed as inhibitors; hit rate 0.039% among 390,000; also: potency is read from the fitted curve at half-maximal effect; % is scaled to controls: 0 for no effect and ±100 for the full control effect; nearly all actives have a fitted effect of over 75% in size; some results filed as inactive show a strong effect at the top dose
# Target sequence (P49798 whole entry, looked up): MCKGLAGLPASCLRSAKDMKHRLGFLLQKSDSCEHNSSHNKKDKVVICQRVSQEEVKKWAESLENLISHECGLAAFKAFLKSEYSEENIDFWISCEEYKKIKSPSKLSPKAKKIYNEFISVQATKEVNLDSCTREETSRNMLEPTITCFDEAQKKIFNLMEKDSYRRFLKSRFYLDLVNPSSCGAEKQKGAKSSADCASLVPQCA
#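 MLSMR compounds (23 nl, pin-transferred) preincubated 10 min at room temperature with a 500nM (2x) first reagent, then RGS4 at 900nM (2x) plus Transcreener GDP mix added; fluorescence polarization (620/688 nm) read before and after 90 min at 30 °C.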
# 12-LOX inh: ALOX12 (human) lipoxygenase inhibition; purified 12hLO, xylenol orange hydroperoxide absorbance; Potency, µM (doses to about 108 µM), inactives show at the highest dose activity change, negative = inhibition, actives largely listed as inhibitors; hit rate 1.1% among 580,000; AID 1671190; also: potency is read from the fitted curve at half-maximal effect; % is scaled to controls: 0 for no effect and ±100 for the full control effect
#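 Purified human 12hLO (150 nM final) in 25 mM Hepes, 0.01% Triton X-100, pH 7.0 was preincubated 15 min at room temperature with compound. Then 40 uM arachidonic acid was added, 30 min. Hydroperoxide was read by Fe-XO absorbance ratio 573/405 nm.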
# GRP78 ERSR act: induces the endoplasmic reticulum stress response in human glioma cells. Potency, µM, without a hit: at the top dose activation, hits mostly activators. hit rate 0.02% among 420,000. U87-MG GRP78 promoter luciferase reporter, 16 h; also: potency is read from the fitted curve at half-maximal effect; series mostly up to about 76 µM; % of control where 0% means no effect; nearly all actives have a fitted effect of over 35% in size
#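 Stably transfected U87-MG human glioma cells carrying a GRP78-based luminescent sensor were seeded at 1000 cells/well, pin-dosed with compounds and incubated 16 h. Luciferase reagent was then added, and end-point luminescence was read after 10 min at room temperature.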
# D2 ag: activates the human D2 dopamine receptor; AID 485358; HEK293 T-REx D2 cells, calcium flux agonist mode; hit rate 0.53% among 340,000; activation, % at 2 µM; P14416;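 active = activation over 3 SD above normal in the single-dose calcium agonist read, cut at about 30% in these data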; also: 0% is about no effect
# Target sequence (P14416 whole entry, looked up): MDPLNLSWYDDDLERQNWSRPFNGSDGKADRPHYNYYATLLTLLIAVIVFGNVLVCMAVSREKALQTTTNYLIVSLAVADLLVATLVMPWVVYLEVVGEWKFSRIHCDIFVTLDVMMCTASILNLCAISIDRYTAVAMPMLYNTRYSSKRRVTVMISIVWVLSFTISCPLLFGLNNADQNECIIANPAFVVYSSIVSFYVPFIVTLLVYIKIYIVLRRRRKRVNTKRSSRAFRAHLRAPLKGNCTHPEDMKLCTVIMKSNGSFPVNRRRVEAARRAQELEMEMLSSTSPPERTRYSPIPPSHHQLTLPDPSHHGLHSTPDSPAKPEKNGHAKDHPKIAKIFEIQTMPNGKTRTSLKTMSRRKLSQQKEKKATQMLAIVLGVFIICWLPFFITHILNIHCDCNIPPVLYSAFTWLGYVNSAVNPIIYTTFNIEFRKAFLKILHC
#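 Agonism scored from kinetic calcium signal (1 read/sec, 180 s) following compound pin transfer, after a 10 s baseline. Cells: HEK293 Trex line expressing inducible D2 receptor coupled to calcium, dye-loaded after overnight culture at 30 C.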
# Vif-APOBEC3F blk: inhibitors of Vif-A3F interaction; HeLa A3F-eYFP + Vif (tagged APOBEC3F with the HIV-1 protein that degrades it), YFP fluorescence increase; Potency, µM (doses to about 46.1 µM), inactives show top-dose activity, negative = active; hit rate 0.2% among 390,000; AID 602313; also: potency is read from the fitted curve at half-maximal effect; % of control where 0% means no effect; nearly all actives have a fitted effect of over 65% in size
#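 HeLa cells stably expressing A3F-eYFP plus Vif, plated and incubated overnight at 37 deg C, then exposed to compounds overnight at 37 deg C. Blocked degradation read as raised yellow fluorescence (Ex 488/Em 500-530).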
# Vif-A3G inh: inhibitors of Vif-APOBEC3G interaction | HeLa A3G-eYFP + Vif (tagged APOBEC3G with the HIV-1 protein that degrades it), YFP fluorescence, overnight | Potency, µM (titrated, usually from 46.1 µM), without a hit: at the top dose activity, negative = active, most hits filed as inhibitors | hit rate 0.076% among 410,000;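 also: potency is read from the fitted curve at half-maximal effect; % is scaled to controls: 0 for no effect and ±100 for the full control effect; nearly all actives have a fitted effect of over 60% in size; hits raise eYFP signal because A3G escapes Vif-driven loss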
# Target sequence (Q9HC16 whole entry, looked up): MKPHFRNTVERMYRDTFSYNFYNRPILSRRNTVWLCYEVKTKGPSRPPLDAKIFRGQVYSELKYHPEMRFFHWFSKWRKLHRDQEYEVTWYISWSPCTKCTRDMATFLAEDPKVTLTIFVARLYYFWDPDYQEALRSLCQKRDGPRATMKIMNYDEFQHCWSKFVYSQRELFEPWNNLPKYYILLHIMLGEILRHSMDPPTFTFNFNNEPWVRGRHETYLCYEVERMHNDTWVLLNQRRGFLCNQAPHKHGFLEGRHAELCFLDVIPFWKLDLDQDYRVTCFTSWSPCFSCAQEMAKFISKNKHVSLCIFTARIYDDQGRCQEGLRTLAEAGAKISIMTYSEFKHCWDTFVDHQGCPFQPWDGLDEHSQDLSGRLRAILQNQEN
#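 HeLa cells stably expressing Vif and C-terminally eYFP-tagged A3G, seeded overnight at 37 deg C, then exposed to compound by pintool overnight at 37 deg C. Rise in yellow fluorescence (Ex 488/Em 500-530, Acumen) marks blocked Vif-driven A3G degradation.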
# D2 antagonist: D2 dopamine receptor (human) antagonism; P14416; AID 485344; inhibition, % at 10 µM; hit rate 2% among 340,000; HEK293 TREx D2 cells, calcium flux, dopamine EC80; in the data active = inhibition above about 30%; also: 0% is about no effect
#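 Inhibition of EC80 dopamine-driven calcium flux, recorded kinetically, defines activity here; cells are a tetracycline-induced HEK293 T-REx line expressing force-coupled D2.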
# ERG Ets-DNA blk: blocks human ERG Ets domain binding to DNA | P11308 | fluorescence polarization, His-ERG Ets domain / labelled DNA | Potency, µM (top dose mostly 76.9 µM), for the others: top-dose FP activity, negative = inhibition, hits mostly inhibitors | hit rate 0.028% among 370,000; active = well fitted inhibition curve with a large enough effect in the polarisation, with a control signal flat; inconclusive = small, poorly fitted or top-dose-only effect, or effect the other way, or a change in a side signal; inactive = no such curve, though single readings can be large or run the other way; the % refers to the polarisation;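 also: polarization taken with two DNA probes labelled with fluorescein and Texas red; potency is read from the fitted curve at half-maximal effect; % of control where 0% means no effect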
#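 His-tagged ERG Ets domain (1 uM in the protein solution; 300mM KCl, 50mM Tris-HCl, 1mM EDTA, 1mM DTT, pH 7.5) received compound, then a probe mix of 5 nM fluorescein-DNA and 100nM Texas-615-DNA. Fluorescence polarization was read for both dyes.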
# LDHA block: inhibitors of human lactate dehydrogenase A; hit rate 0.15% among 480,000; P00338; activity change, % (values are at about 110 or 230 µM); purified LDHA, NADH/diaphorase-resazurin fluorescence; stronger effect = lower value; in the data active = activity change below about -30%; inconclusive = mostly about -25% to -30%;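 also: plate controls were DMSO wells for no effect and wells without enzyme for full effect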
#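 Human LDH5 (2 nM) was incubated with 0.06 mM NADH and 0.2 mM pyruvate for 5 min at room temperature in Tris pH 7.4. Remaining NADH was coupled through diaphorase/resazurin, and resorufin fluorescence was read at 0 and 20 min.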
# * hit, by the source's call; i = inactive; ? = inconclusive; · = not tested or not shown; & = joins results of further samples. Unless noted, calls follow the shape of the dose curve; as a rule, active = well fitted curve in the direction sought with a large enough effect; inconclusive = small, poorly fitted or top-dose-only effect, or another doubt; inactive = no such curve, though single readings can be large; an effect the other way counts as inactive or inconclusive.
SMILES,RGS4 inh,12-LOX inh,GRP78 ERSR act,D2 ag,Vif-APOBEC3F blk,Vif-A3G inh,D2 antagonist,ERG Ets-DNA blk,LDHA block
CCOC(=O)c1c(C)[nH]c(-c2csc(C)n2)c1C,-11.1%,-15.0%,7.2%,-0.3,2.3%,0.4%,-9.1,8.8%,-1.2
COc1ccc(Cl)cc1S(=O)(=O)Nc1ccncc1,-6.1%,-0.8%,-3.0%,0.1,1.7%,2.2%,3.3,-12.2%,-1.6
Cc1ccc(-n2nc3c(c2NC(=O)c2ccco2)CS(=O)(=O)C3)cc1,-38.8%,0.7%,-2.7%,-1.0,-11.1%,-1.1%,9.8,12.9%,-0.2
S=C(NCc1ccccc1)NC1CCCCC1,11.8%,-29.3%,-0.4%,-0.1,1.1%,0.0%,2.8,-5.2%,1.5
COc1ccc(C(=O)Nc2ccccc2-c2ccccc2)cc1Cl,-3.8%,-4.0%,-1.1%,-0.5,7.4%,0.2%,3.3,12.9%,-2.4
COc1ccc(C)cc1NC(=O)CN1C(=O)COc2ccc(S(=O)(=O)N3CCOCC3)cc21,16.3%&-4.4%,7.3%&-13.0%,-5.1%&-3.1%,-0.1&0.1,-9.1%&1.1%,0.2%&-2.4%,-7.1,-5.9%&4.7%,0.4&-8.0
CSc1cccc(NC(=O)C2CCN(c3nc4ccccc4[nH]3)CC2)c1,7.2%,?,-1.9%,-0.3,-3.0%,7.1%,·,-1.8%,-2.9
O=C(Nc1ccc(Cl)cc1)c1ccc2sc([C@@H]3O[C@H](CO)[C@H](O)[C@H](O)[C@H]3O)nc2c1,·,0.2%,-1.7%,·,·,-1.8%,·,·,-3.7
COc1cc(CN(C(=O)c2ccc(OC(C)C)cc2)c2ccccn2)cc(OC)c1OC,39.9%,-6.3%,-0.8%,·,-0.4%,2.7%,·,-2.2%,-4.1
COc1ccccc1NC(=O)CSCc1ccc([N+](=O)[O-])cc1,-7.9%,-25.8%,2.3%,0.6,0.7%,-1.4%,10.3,-1.0%,-7.4
COc1ccccc1OCCSc1nc2ccccc2c(=O)[nH]1,12.4%,-3.9%,12.7%,0.3,-4.5%,0.5%,-8.3,·,0.1
Cc1cc(C(=O)NNC(=O)c2ccc(S(=O)(=O)N(C)C)cc2)c(C)o1,-5.7%,-22.6%,1.8%,-0.2,4.8%,0.5%,-3.2,0.4%,-5.6
O=S(=O)(c1ccccc1)c1nc(-c2ccc(F)cc2)oc1N1CCOCC1,-16.4%&-2.4%,-10.9%&5.8%&-3.7%,-4.3%&-1.4%,1.0&-0.9,2.8%&-6.9%,-1.7%&-8.6%,16.5,0.2%&-17.3%,-5.4&3.6&-3.1
Cc1c(-c2ccccc2)c(=O)oc2c(CN3CCN(C)CC3)c(O)ccc12,-5.3%,-17.0%,0.6%,-0.7,4.3%,2.0%,·,-3.7%,-2.2
COc1ccccc1C(O)c1nccn1C (stereo not drawn),-2.9%&-16.9%,?,-2.9%&-2.3%,·,4.8%,2.7%&0.2%,·,-1.6%,-2.0&-6.0
CC(C)CCNC(=O)c1ccc2c(c1)ncn2C1CCCCC1,-2.1%,-24.4%,-0.1%,-0.1,-2.2%,-2.5%,8.5,-2.7%,-5.1
COc1ccc(CNC(=O)C(C)Sc2nc(-c3ccccc3)cc(C(F)(F)F)n2)cc1 (stereo not drawn),16.6%,-22.3%,-3.4%,1.2,-25.0%,-2.9%,·,5.6%,4.0
Cc1nc(-c2ccc(Cl)cc2)sc1C1(C)CC(c2ccc(Br)cc2)=NO1 (stereo not drawn),20.4%,1.4%,-3.3%,·,-2.4%,0.1%,·,5.1%,2.7
COc1cc(CC(=O)N(CC(C)C)C2CCS(=O)(=O)C2)cc(OC)c1OC (stereo not drawn),-8.1%,1.3%,-3.5%,·,0.3%,1.8%,·,-7.6%,1.9
COc1ccc(-c2nc(C)c(CCNS(=O)(=O)c3cc(C)c(C)cc3C)s2)cc1,2.9%,-17.8%,0.3%,-0.9,3.7%,1.3%,·,7.5%,-5.8
O=[N+]([O-])c1ccc(NCCCN2CCOCC2)c([N+](=O)[O-])c1,-30.6%,2.7%,-1.3%,0.7,?,0.9%,11.4,3.9%,-5.9
O=C(Nc1ccc(C(=O)O)cc1)/C(=C\C=C\c1ccccc1)NC(=O)c1cccc(Br)c1,-47.4%,?,-1.3%,-1.3,0.1%,-6.6%,11.1,-4.1%,-6.5
Nc1ccc2[nH]c(=S)[nH]c2c1,-32.1%,?,-3.6%,·,-0.3%,1.6%,·,0.5%,0.2
O=C(Nc1cc(C(F)(F)F)ccc1F)C1CCCC1,-4.5%,14.6%,-3.5%,0.0,-9.4%,-1.3%,-7.7,-2.1%,-1.2
CC(C)(C)c1ccc(S(=O)(=O)NC(=O)C2(C)CCN2C(=O)Cc2ccc(Cl)cc2Cl)cc1 (stereo not drawn),·,-12.5%,?,·,·,-6.6%,·,·,-8.1
# The listing continues.
SMILES,RGS4 inh,12-LOX inh,GRP78 ERSR act,D2 ag,Vif-APOBEC3F blk,Vif-A3G inh,D2 antagonist,ERG Ets-DNA blk,LDHA block
CCOc1ccccc1NC(=O)CSc1nc2c(oc3ccccc32)c(=O)n1-c1ccc(C)c(C)c1,-1.1%,?,0.6%,0.8,-0.8%,3.0%,·,-2.3%,-8.3
CCOC(=O)C1(C)NC(c2ccco2)C2C(=O)N(CC)C(=O)C21 (stereo not drawn),-2.5%,2.4%,0.1%,0.4,-3.1%,-0.7%,-14.4,-10.4%,-2.6
COc1cc(CCC(=O)OCC(=O)Nc2ccc(C)cc2Cl)cc(OC)c1OC,-8.8%,-4.0%,-1.0%,-2.0,-5.6%,4.4%,-0.3,-0.4%,-8.6
CCOc1ccc(N(CC(=O)Nc2ccccc2C)S(=O)(=O)c2c(C)noc2C)cc1,-8.7%,-3.8%,-5.8%,1.1,-18.5%,?,9.1,-4.6%,-1.3
Cc1ccc(CN2C3CCCC2CC(NC(=O)c2ccc(F)cc2)C3)cc1 (stereo not drawn),14.3%,0.0%,-3.9%,-0.2,2.3%,-8.7%,92.1*,-4.9%,-3.8
CCOC(=O)N1CCC(c2cc(=O)n3[nH]ccc3n2)CC1,8.2%,3.0%,-2.0%,0.8,0.4%,0.1%,-17.5,4.0%,1.5
CCNc1nc(=S)nc(NC(C)C)[nH]1,-24.9%,?,-4.1%,-1.0,-5.5%,1.0%,-1.2,-1.0%,3.6
CC(C)C(=O)Nc1ccc(C(=O)NNC(=O)CCc2ccccc2)cc1,-4.2%,-14.3%,5.9%,-1.1,-5.6%,2.7%,4.7,-2.5%,-6.3
COc1ccc(-c2nnc(SCC(=O)N3CCC(Cc4ccccc4)CC3)o2)cc1OC,-5.6%,5.4%,-1.0%,0.1,1.0%,-3.8%,4.3,5.3%,-5.0
Cc1nn(C(C)C(=O)NC2CCC(C)CC2)c(=O)c2cc3sccc3n12 (stereo not drawn),-23.8%,3.6%,-1.6%,0.2,-5.1%,6.3%,·,3.0%,1.2
COc1ccc2c(c1)C1=NN(/C(C)=C/C(C)=O)C(c3ccc(F)cc3)C1CC2 (stereo not drawn),-21.8%,?,7.1%,0.5,0.6%,-9.2%,-0.7,1.1%,37.9
CC(=O)Nc1ccc(S(=O)(=O)NC(CC(=O)NCCCN2CCOCC2)C(C)C)cc1 (stereo not drawn),-17.5%,0.0%,-4.4%,·,7.3%,-1.0%,·,7.4%,1.4
CCOC(=O)C(C(=O)OCC)C(C[N+](=O)[O-])c1ccccc1 (stereo not drawn),10.2%,2.0%,-1.2%,0.1,-1.3%,0.5%,9.1,2.5%,-1.7
Cc1ccccc1C(=O)Nc1ccc(C(=O)N/N=C/c2ccc(O)cc2)cc1,-29.9%,-4.5%,-6.6%,-1.1,0.4%,-14.8%,14.3,-1.3%,-10.4
COC(=O)CN1C(=O)NC2(CCCc3ccccc32)C1=O (stereo not drawn),15.3%,1.1%,-2.2%,0.3,3.3%,-6.7%,-1.7,-4.3%,-2.9
COc1cc(/C=C/C(=O)N2CCN(c3n[nH]c(=O)[nH]c3=O)CC2)cc(OC)c1OC,4.2%,i,-1.7%,0.0,0.4%,2.3%,-2.7,-1.3%,-4.2

# One compound at a time (already shown). Screens in order: RGS4 inh	12-LOX inh	GRP78 ERSR act	D2 ag	Vif-APOBEC3F blk	Vif-A3G inh	D2 antagonist	ERG Ets-DNA blk	LDHA block
# `CCOC(=O)C1(C)NC(c2ccco2)C2C(=O)N(CC)C(=O)C21` (stereo not drawn) reads -2.5%	2.4%	0.1%	0.4	-3.1%	-0.7%	-14.4	-10.4%	-2.6
# `CCNc1nc(=S)nc(NC(C)C)[nH]1` reads -24.9%	?	-4.1%	-1.0	-5.5%	1.0%	-1.2	-1.0%	3.6
# `Cc1nn(C(C)C(=O)NC2CCC(C)CC2)c(=O)c2cc3sccc3n12` (stereo not drawn) reads -23.8%	3.6%	-1.6%	0.2	-5.1%	6.3%	·	3.0%	1.2
# `CC(=O)Nc1ccc(S(=O)(=O)NC(CC(=O)NCCCN2CCOCC2)C(C)C)cc1` (stereo not drawn) reads -17.5%	0.0%	-4.4%	·	7.3%	-1.0%	·	7.4%	1.4
# `CCOC(=O)N1CCC(c2cc(=O)n3[nH]ccc3n2)CC1` reads 8.2%	3.0%	-2.0%	0.8	0.4%	0.1%	-17.5	4.0%	1.5

# Only part of the results is shown. The share of hits here may be higher or lower than overall.
